# AmpC inh detg – qHTS Inhibitors of AmpC Beta-Lactamase (assay with detergent); AmpC hydrolysis of nitrocefin, absorbance 480 nm, 0.01% Triton; Potency, µM (titrated, usually from 114 µM), inactives show at the highest dose activity change, negative = inhibition, hits mostly inhibitors; 0.041% of 370,000 active; AID 485294, 2010;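 further: potency means the concentration at half of the fitted maximal effect; 0% = no-compound wells and -100% = no-enzyme wells; nearly all actives have a fitted effect of over 25% in size; some results filed as inactive show a strong effect at the top dose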
# Target sequence (P00811 whole entry, looked up): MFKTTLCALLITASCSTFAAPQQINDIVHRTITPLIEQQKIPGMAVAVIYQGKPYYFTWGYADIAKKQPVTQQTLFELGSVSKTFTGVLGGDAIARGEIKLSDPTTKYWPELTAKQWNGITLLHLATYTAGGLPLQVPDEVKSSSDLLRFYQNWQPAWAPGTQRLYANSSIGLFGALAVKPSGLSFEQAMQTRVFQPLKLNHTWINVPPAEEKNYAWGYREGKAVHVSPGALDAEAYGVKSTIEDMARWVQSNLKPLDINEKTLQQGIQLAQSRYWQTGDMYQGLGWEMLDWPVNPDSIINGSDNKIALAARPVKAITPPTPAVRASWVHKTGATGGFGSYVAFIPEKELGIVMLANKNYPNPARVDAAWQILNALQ
#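 AmpC (5.3 nM in the dispensed reagent) in 20 mM phosphate pH 7.0 with 0.01% (detergent screen) or 0.0001% Triton X-100 was preincubated with compounds for 15 min at room temperature. Nitrocefin was then added from an 800 uM solution, and hydrolysis was followed at 480 nm.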
# Giardia FBPA inh – qHTS Assay for Inhibitors of Fructose-1,6-bisphosphate Aldolase from Giardia Lamblia; A8B2U2; purified Giardia FBPA; Potency, µM (top dose mostly 59.6 µM), for the others: at the highest dose activity, negative = inhibition, usual class: inhibitors; 0.71% of 290,000 active; further: potency means the concentration at half of the fitted maximal effect; nearly all actives have a fitted effect of over 55% in size
# Target sequence (A8B2U2 whole entry, looked up): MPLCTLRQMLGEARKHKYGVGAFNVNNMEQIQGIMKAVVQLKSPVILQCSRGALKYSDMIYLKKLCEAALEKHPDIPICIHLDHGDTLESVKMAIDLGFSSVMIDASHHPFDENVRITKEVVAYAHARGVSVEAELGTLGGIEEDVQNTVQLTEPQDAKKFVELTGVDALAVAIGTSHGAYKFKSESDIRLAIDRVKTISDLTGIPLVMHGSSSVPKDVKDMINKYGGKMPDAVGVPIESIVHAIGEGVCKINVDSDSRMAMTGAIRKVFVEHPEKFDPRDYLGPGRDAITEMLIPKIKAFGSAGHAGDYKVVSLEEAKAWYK
#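 40 nM FBPA preincubated 10 min at RT with compound (up to 57.5 uM final), then substrate plus GAPDH/TPI/NAD/arsenate coupling and diaphorase/resazurin added. Fluorescence read after 20 min at RT, 525/598 nm.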
# HCV inh – qHTS Assay for Inhibitors of Hepatitis C Virus (HCV); Huh7.5.1 HCVcc-Cre infection, luciferase reporter, 44 h; 3.4% of 340,000 active; Potency, µM (titrated, usually from 41.8 µM), for inactives: top-dose activity change, negative = inhibition, most hits filed as inhibitors; AID 651820, 2012; further: potency means the concentration at half of the fitted maximal effect
#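 1,000 cells/well; 4 h culture; + compound; + HCVcc-Cre (~0.5 moi); 44 h; luciferase substrate, RT 15 min; read 15 sec.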
# HCMV inh – qHTS Assay for inhibitors of the human cytomegalovirus (HCMV). activity change, negative = inhibition, % at 57.5 µM. HFF cells, HCMV-luciferase reporter, 72 h; active compounds read low. 4.5% of 410,000 active; in the data active means activity change below about -60%; inconclusive means no clear call, values can overlap the other calls; inactive means above about -39%
#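 Luciferase read-out from HCMV-luciferase-infected HFFs (MOI 1 PFU/cell) 72 h post infection at 37C; compounds added after 16 h cell attachment; activity normalized between buffer-only basal and Salinomycin (10uM) inhibitor controls.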
# AmpC no deterg – qHTS Inhibitors of AmpC Beta-Lactamase (assay without detergent); Potency, µM (series often up to 57.1 µM), for the others: top-dose activity change, negative = inhibition, hits mostly inhibitors; AmpC nitrocefin hydrolysis, absorbance 480 nm, 0.0001% Triton; 0.52% of 330,000 active; P00811; AID 485341, 2010;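 further: potency means the concentration at half of the fitted maximal effect; plate controls were no compound for no effect and no enzyme for full effect; nearly all actives have a fitted effect of over 20% in size; some results filed as inactive show a strong effect at the top dose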
#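 20 mM phosphate pH 7.0 + 0.01% (detergent screen) or 0.0001% Triton X-100; 5.3 nM AmpC reagent; cpd preinc 15 min RT; nitrocefin (800 uM stock) to start; A480 q20 s × 4 min; Activity was normalised to no-enzyme and no-compound control wells.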
# Sm TGR block – qHTS Assay for the Inhibitors of Schistosoma Mansoni Peroxiredoxins; Schistosoma mansoni thioredoxin glutathione reductase (TGR), Q962Y6; purified TGR, DTNB reduction, TNB absorbance 405 nm; Potency, µM (titrated, usually from 114 µM), for inactives: at the top dose activity change, negative = inhibition, usual class: inhibitors; 3% of 360,000 active; AID 485364, 2010; further: potency means the concentration at half of the fitted maximal effect; nearly all actives have a fitted effect of over 60% in size
#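 Kinetic colorimetric format: TGR-catalysed, NADPH-driven DTNB reduction monitored via TNB absorbance. Enzyme dispensed at 20 nM; compound exposure 15 min at room temperature before reaction start.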
# Numbers without * were called inactive; ? = inconclusive; . = no result given; & = joins results of further samples; [ ] = another dose, or the depositor's remark. Unless noted, the call rests on the fitted dose curve; in most records, active means well fitted curve in the direction sought with a large enough effect; inconclusive means small, poorly fitted or top-dose-only effect, or another doubt; inactive means no such curve, though single readings can be large; an effect the other way counts as inactive or inconclusive. Unless noted, on the % scale 0 is the no-effect control and ±100 the full control effect.
canonical_smiles,AmpC inh detg,Giardia FBPA inh,HCV inh,HCMV inh,AmpC no deterg,Sm TGR block
O=C(CCc1nnc(-c2ccc(-c3ccccc3)cc2)o1)N1CCCCC1,3%,9%,-7%,-31,14%,11%
O=S(=O)(c1ccc(Cl)cc1)c1nc(-c2cccs2)oc1N1CCCCC1,-2%,.,.,9,.,-33%
O=C(CNc1cc(S(=O)(=O)N2CCOCC2)ccc1N1CCCC1)N1CCc2ccccc21,1%,-9%,?,?,36%,1%
Cc1ccc(-n2ncc3c2CCCC3NC(=O)CCC2=NNC(=O)CC2)cc1C (configuration not stated),5%,.,-12%,-15,-2%,4%
CCOc1ccc(N(CC(=O)NCc2ccccc2Cl)S(=O)(=O)c2c(C)noc2C)cc1,6%,.,-12%,20,22%,-3%
CN(CC(=O)Nc1ccccc1Br)C(=O)c1ccccc1-c1nc2ccccc2s1,3%,.,-7%,-5,9%,4%
Cc1cc(C)c2c(CN3CCN(CCO)CC3)cc(=O)oc2c1,6%,0%,-19%,7,-5%,9%
CCOC(=O)CCCNC(=O)CCNC(=O)c1ccc(OCC)cc1,?,4%,-6%,-11,-15%,5%
COc1ccc(C(=O)Nn2c(SCC(=O)N3CCC(C)CC3)nc3ccccc3c2=O)cc1,-1%,18%,-5%,-62*,-13%,17%
O=C(CCn1cncn1)N1CCCC(N2CCN(c3cccc(C(F)(F)F)c3)CC2)C1 (configuration not stated),-7%,-8%,11%,-12,79%[activator],1%
COc1cccc(NC(=O)COC(=O)C2CCCCC2)c1,.,.,15%,79,-9%,.
CCOc1ccccc1NC(=O)CSC1=NN2CCCC(=O)N=C2S1,0%,-4%,-25%,-80*,-10%,-9%
CCOc1cccc(CC(=O)N2CCc3c([nH]c4ccccc34)C2c2ccc(Cl)cc2)c1OCC (configuration not stated),21%,.,.,-2,.,7%
COc1ccc(NC(=O)c2ccc3c(c2)CCN3S(=O)(=O)c2ccccc2)c(OC)c1,?,6%,?,-32,-15%,-9%
Cc1ccccc1C(=O)N1CCN(CCc2ccccn2)CC1,19%,.,.,18,.,5%
CCOC(=O)c1oc2ccccc2c1CN1CCCCC1,-2%,0%,10%,-24,-3%,4%
O=C(c1ccc(Cl)cc1)C1CCCN(Cc2cccc3cnccc23)C1 (configuration not stated),11%,1%,?,-62*,7%,6%
COC(=O)c1ccc(CSc2nc3ccccc3c(=O)n2Cc2ccco2)o1,9%,2%,?,3,-14%,?
NC(=O)N/N=C/c1ccccc1OCC(=O)NCc1ccccc1,?,5%,9%,-23,-4%,0%
CCCN1C2=NS(=O)(=O)CCN2c2ccccc21,0%,11%,20%,-101*,-22%,1%
Oc1ccc(/C=N/N2CCN(C3c4ccccc4-c4ccccc43)CC2)cc1O,0%,-16%,-4%,-27,-36%,10µM*
Cc1ccc(NC(=O)c2nc[nH]c2C(=O)N[C@@H](C)C(=O)OC(C)(C)C)cc1,3%,-20%,-4%,-38,95%[activator],10%
CC(C)(C)[C@H]1CCC(=O)N([C@H](CSc2ccc(Br)cc2)Cc2ccccc2)CC1,-1%,.,17%,-9,-11%,-7%
CC1CCCN(C(=O)CSc2n[nH]c(-c3cccs3)n2)C1 (configuration not stated),-8%,.,32%[activator],-15,-22%,-1%
C#CCSc1nc(-c2ccccc2)cc(-c2ccccc2)c1C#N,10%,.,.,-17,.,-2%
NNC(=O)c1oc2nc(-c3cccs3)cc(-c3ccco3)c2c1N,-12%,5%,.,?,101%[activator],7%
O=C(O)c1cccnc1Sc1ccccc1,1%,0%,27%,-31,-5%,3%
O=C(O)c1ccc(Nc2ncnc3c2cnn3Cc2ccccc2)cc1,-7%,-7%,19%,105,-22%,-3%
O=C(OCC1OC(n2ccc(=O)[nH]c2=O)C(Cl)C1O)c1ccccc1 (configuration not stated),0%,-4%,12%,39,-11%,28%
O=[N+]([O-])c1ccc(N2CCOCC2)c2cccnc12,-2%,-9%,-4%,5,-14%,-2%

# Next part; the last four above are carried over.
canonical_smiles,AmpC inh detg,Giardia FBPA inh,HCV inh,HCMV inh,AmpC no deterg,Sm TGR block
O=C(O)c1cccnc1Sc1ccccc1,1%,0%,27%,-31,-5%,3%
O=C(O)c1ccc(Nc2ncnc3c2cnn3Cc2ccccc2)cc1,-7%,-7%,19%,105,-22%,-3%
O=C(OCC1OC(n2ccc(=O)[nH]c2=O)C(Cl)C1O)c1ccccc1 (configuration not stated),0%,-4%,12%,39,-11%,28%
O=[N+]([O-])c1ccc(N2CCOCC2)c2cccnc12,-2%,-9%,-4%,5,-14%,-2%
CCCCn1c(N)c(N(CC(C)C)C(=O)c2ccc(C)c(S(=O)(=O)N3CCCCC3)c2)c(=O)[nH]c1=O,0%,.,10%,-5,-1%,0%
CCc1ccc(C2=CC(c3c(F)cccc3Cl)n3c(nc4ccccc43)N2)cc1 (configuration not stated),-7%,.,.,72,.,-22%
COc1ccc2[nH]c3c(c2c1)CCNC3C1CC=C(C)CC1 (configuration not stated),3%,-12%,?,?,-24%,-13%
Cc1ccc(C2CC(c3ccco3)n3ncnc3N2)cc1 (configuration not stated),-5%,0%,16%,11,5%,-30%
CCOc1ccccc1C(=O)N(Cc1ccco1)C1CCS(=O)(=O)C1 (configuration not stated),6%,2%,5%,-29,6%,-22%
Cc1occc1C(=O)N/N=C/C=C/c1ccc(N(C)C)cc1,10%,-11%,?,51,-46%,-13%
O=C(NCCc1c[nH]c2ccccc12)/C(=C/c1cccnc1)NC(=O)c1ccco1,-5%,1%,7%,-20,-10%,8%
COc1cc2c(cc1OC)CN(C(=O)c1cc(=O)c3ccccc3o1)CC2,11%,-3%,?,-10,26%,7%
Cc1c(C(=O)N2CCN(c3ccc([N+](=O)[O-])cc3)CC2)sc2ncn(CC(=O)N3CCOCC3)c(=O)c12,6%,-1%,-26%,-80*,91%[activator],15%
CC(C)Oc1ccc(C(CC(=O)O)Cc2ccccc2)cc1 (configuration not stated),-14%,6%,11%,-21,-18%,0%
O=C(c1cc(-c2ccccn2)nc2ccc(Br)cc12)N1CCc2ccccc2C1,-3%,5%,9%,.,-17%,-17%
CCN(C(=S)NC(=O)C1CCCC1)C1CCCCC1,2%,-9%,24%,21,-23%,2%
Cc1c(C(=O)N/N=C/c2ccccc2)[nH]c2c([N+](=O)[O-])cccc12,5%,2%,-23%,-10,-9%,11%
C(=C(c1ccccc1)c1ccccc1)c1ccccn1,-12%,.,-12%,-33,-22%,1%
CC(C)Cc1cc(C(=O)Nc2ccc3c(c2)OCO3)no1,-14%,0%,9%,69,-9%,1%
COc1ccc(/C=N/N=C(\N)c2nonc2N)cc1,-5%,1%,7%,-24,-26%,6%
CC(=O)C1=C(C)NC(=O)NC1c1ccc2c(c1)OCO2 (configuration not stated),8%,7%,6%,-1,-7%,1%
O=C(NC1CC(=O)c2sccc21)c1ccc(Cl)cc1Cl (configuration not stated),-2%,2%,-1%,-12,-20%,12%
CC(C)(Cl)C1Cc2cc3ccc(=O)oc3cc2O1 (configuration not stated),-17%,6%,-8%,123,-11%,-10%
Cc1nc(-c2cccc(N)c2)cs1,?,-2%,2%,63,?,-1%
COc1ccccc1CNC(=O)CN1C(=O)NC(c2ccccc2)(c2ccc(C)c(C)c2)C1=O (configuration not stated),?,.,-22%,-27,-22%,23%
COc1cc(NC(=O)c2ccccc2)ccc1NC(=O)c1cc2ccccc2o1,-3%&-3%,9%,?,-7&2,-7%,-5%&-10%
O/N=C1/C(=C\c2ccccc2)N2CCC1CC2,-9%,-1%,16%,-4,-19%,10%
NNC(=O)c1nnn(-c2nonc2N)c1CN1CCCC1,-13%,6%,10%,52,-8%,0%
CC(=O)c1c(C)[nH]c(C(=O)OCC(=O)Nc2ncc(Cl)c(C)c2Cl)c1C,-16%,-12%,?,50,-29%,-14%
COc1ccc(C(=O)O/N=C(/c2ccccc2)c2ccncc2)cc1,1%,-3%,-2%,7,42%,3%
CC(Oc1cccc(Br)c1)C(=O)NNC(=O)CCS(=O)(=O)c1ccccc1 (configuration not stated),.,.,-4%,-26,-6%,.
Cc1ccc(-n2nc3ccc(NC(=O)c4cccc([N+](=O)[O-])c4C)cc3n2)cc1,-15%,0%,?,-25,-30%,-16%
Cc1c(Br)c([N+](=O)[O-])nn1CC(=O)Nc1sc2c(c1C(=O)OC(C)C)CCC(C)C2 (configuration not stated),-12%,5%,?,9,-30%,-17%
C=CCN1C(=O)C(Cc2ccccc2Cl)SC1=Nc1ccc(C(=O)O)cc1 (configuration not stated),-4%,28%,14%,-30,-12%,0%
CCC(C)NC(=O)CSc1nc2ccsc2c(=O)n1NC(=O)c1ccccc1 (configuration not stated),-6%,-1%,16%,80,-16%,-16%
COc1ccc(CCN(C)C(=O)CSc2nnc(-c3ccco3)o2)cc1OC,-1%,.,-8%,31,-8%,10%
CCN(CC1COc2ccccc2O1)C(=S)Nc1ccccc1 (configuration not stated),-2%,1%,-29%,-23,-6%,-1%
CCc1ccc(N2C(=O)CN(Cc3cc(OC)c(OC)c(OC)c3)C2=S)cc1,?,8%,?,-3,46%,-9%
Cc1cc2c(cc1C)C(c1ccccc1OC(C)C)CC(=O)N2 (configuration not stated),6%,0%,8.9µM*,18,-18%,-3%
CC(NCc1ccccc1OC1CCCC1)c1ccccc1 (configuration not stated),-5%,-4%,-19%,-39,1%,-1%
C=CCc1ccc(OCCOCCOc2cccc3ccc(C)nc23)c(OC)c1,2%,?,?,-23,116%[activator],1%
O=C(CSCc1ccc(F)cc1)Nc1ccc(F)cc1,-20%,-4%,10%,-16,-11%,5%
NC(=O)c1ccsc1NC(=O)COC(=O)Cc1ccsc1,2%,4%,7%,-31,-30%,-8%
COc1ccc(S(=O)(=O)N(CC(=O)NCCSc2ccccc2)c2ccc(C)cc2)cc1,5%,.,.,4,.,0%
CSc1nnc2c3ccccc3n(CCc3ccccc3)c2n1,?,-15%,?,-98*,-19%,0%
COCC(C)n1c(C)cc(C(=O)COC(=O)C2=NN(c3ccccc3)C(=O)CC2)c1C (configuration not stated),2%,3%,.,.,38%,-14%
O=C(Nc1nccs1)c1ccc2ccccc2n1,-12%,-28%,-15%,106,1%,4%

# Assay outcomes from PubChem.
